MC4R antagonist: MC4R antagonists of cAMP signaling, primary screen, cell-based, TR-FRET, antagonist arm of biased-ligand search; MC4R-expressing cells, MTII-stimulated cAMP, LANCE TR-FRET; 360,000 tested, 0.48% active; AID 540295, 2011; Melanocortin receptor 4 (Homo sapiens), P32245; inhibition, % at 6.5 µM;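 active means inhibition above its plate's cutoff, the mean of tested wells on that plate plus 3 SD, cut at about 29% in these data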;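 further: 0% = Melanotan II alone and 100% = Melanotan II plus saturating MCL0020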
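Assay system: human MC4R-expressing U2OS cells; reagent: Melanotan II stimulation of cells; dosing: 6.5 µM single dose; timing: compound 30 min, challenge 1 h, detection 1 h; signal: TR-FRET cAMP assay; replicates: one well per compound, no replicates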
LMP1 NFkB inh: EBV LMP1-driven NF-kappaB luciferase reporter inhibitors, primary screen, cell-based, luminescence, single point | LMP1-induced NF-kappaB luciferase reporter cells | 350,000 tested, 0.69% active | inhibition, % at 12.5 µM; in the data active means inhibition above about 41%;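 further: 0% = neutral control wells and 100% = reference inhibitor control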
ABHD5 PLIN5 PPI: ABHD5-PLIN5 interaction inhibitors, primary screen, cell lysate, split luciferase complementation, luminescence; Perilipin-5 (Homo sapiens) + 1-acylglycerol-3-phosphate O-acyltransferase ABHD5 (Homo …; Split G. princeps luciferase complementation, 4 h; inhibition, % at 4 µM; 360,000 tested, 0.78% active;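 active means inhibition above the mean inhibition across every tested compound plus 3 SD, cut at about 22% in these data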;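 further: 0% = DMSO only wells and the 100% control is not disclosed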
MC4R ag barr: MC4R agonists recruiting beta-arrestin, primary screen, cell-based, luminescence, agonist arm of biased-ligand search; Melanocortin receptor 4 (Homo sapiens), P32245; U2OS MC4R beta-arrestin complementation; percent of melanotan II response, DMSO zero; activation, % at 8.9 µM; 360,000 tested, 0.98% active;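 active means activation above a per-plate cutoff, the mean activation of sample wells on that plate plus 3 SD, cut at about 8% in these data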
SRC1 inh: SRC1 coactivator transcriptional activity inhibitors, primary screen, cell-based, luminescence; HEK293 GAL4-SRC1 luciferase reporter; Nuclear receptor coactivator 1 (Homo sapiens), Q15788; 360,000 tested, 0.12% active; inhibition, % at 3.6 µM;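 active means inhibition above the campaign mean plus 3 SD, with each screening campaign given its own cutoff, cut at about 60% in these data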;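 further: 0% = DMSO treated cells and 100% = gossypol at 36 µM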
NR2F2 inh: NR2F2 transcriptional activity inhibitors, primary screen, cell-based, luciferase reporter, HEK293T, luminescence; inhibition, % at 8.6 µM; COUP transcription factor 2 (Homo sapiens), P24468; HEK293T NGFI-A luciferase reporter; 370,000 tested, 0.7% active;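 active means inhibition above a per-plate cutoff, mean inhibition of test wells between control levels plus 3 SD, cut at about 38% in these data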;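 further: cells cotransfected with COUP-TFII expression vector driving the NGFI-A reporter; 0% = median of COUP-TF2 test wells and 100% = reporter-only cells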
TLR9-MyD88 inh: inhibitors of TLR9-MyD88 association in cells, primary screen, cell-based, CHO, BLA complementation, fluorescence | CCF4 FRET ratio | 340,000 tested, 0.21% active | inhibition, % at 4.98 µM;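 active means inhibition above the mean over all tested compounds plus 3 SD, cut at about 21% in these data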;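 further: 0% = DMSO only wells and 100% = clavulanate BLA inhibitor control wells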
Target sequence (Q99836 whole entry, looked up): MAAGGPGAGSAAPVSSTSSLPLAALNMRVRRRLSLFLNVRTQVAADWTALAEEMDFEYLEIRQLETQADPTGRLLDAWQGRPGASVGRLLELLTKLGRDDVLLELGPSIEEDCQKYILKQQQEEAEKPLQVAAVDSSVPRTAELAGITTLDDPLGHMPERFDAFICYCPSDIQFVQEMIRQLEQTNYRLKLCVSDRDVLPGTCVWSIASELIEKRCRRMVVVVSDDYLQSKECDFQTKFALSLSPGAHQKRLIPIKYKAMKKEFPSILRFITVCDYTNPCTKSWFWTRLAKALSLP
Target sequence (Q9NR96 whole entry, looked up): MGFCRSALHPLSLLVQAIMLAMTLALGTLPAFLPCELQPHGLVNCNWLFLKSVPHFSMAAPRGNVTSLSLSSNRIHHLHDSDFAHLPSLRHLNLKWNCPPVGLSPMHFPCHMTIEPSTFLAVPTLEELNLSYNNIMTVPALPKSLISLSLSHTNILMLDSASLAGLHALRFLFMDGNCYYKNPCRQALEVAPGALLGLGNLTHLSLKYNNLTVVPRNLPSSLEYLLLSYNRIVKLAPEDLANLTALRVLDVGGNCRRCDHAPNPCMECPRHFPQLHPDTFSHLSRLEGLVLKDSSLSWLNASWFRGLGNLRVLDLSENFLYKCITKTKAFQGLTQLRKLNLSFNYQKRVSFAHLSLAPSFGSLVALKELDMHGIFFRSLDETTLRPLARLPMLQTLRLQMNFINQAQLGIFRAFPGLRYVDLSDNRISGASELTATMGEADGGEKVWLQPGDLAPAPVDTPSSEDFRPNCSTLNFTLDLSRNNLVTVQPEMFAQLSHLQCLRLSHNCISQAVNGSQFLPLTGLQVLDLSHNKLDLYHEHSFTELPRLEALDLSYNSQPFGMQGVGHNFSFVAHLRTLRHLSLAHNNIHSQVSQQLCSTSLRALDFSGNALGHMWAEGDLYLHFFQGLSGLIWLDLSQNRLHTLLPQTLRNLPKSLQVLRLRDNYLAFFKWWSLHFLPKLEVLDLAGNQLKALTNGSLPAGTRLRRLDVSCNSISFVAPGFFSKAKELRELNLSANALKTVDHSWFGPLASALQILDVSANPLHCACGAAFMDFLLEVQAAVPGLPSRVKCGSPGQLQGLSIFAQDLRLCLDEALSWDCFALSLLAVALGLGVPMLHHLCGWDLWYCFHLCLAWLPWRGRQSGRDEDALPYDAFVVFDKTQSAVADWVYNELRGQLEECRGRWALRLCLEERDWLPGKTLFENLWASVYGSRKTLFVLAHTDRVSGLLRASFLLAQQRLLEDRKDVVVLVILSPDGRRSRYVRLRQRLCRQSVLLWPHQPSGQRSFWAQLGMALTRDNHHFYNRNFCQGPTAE
NCOA3 inh: SRC3 coactivator transcriptional activity inhibitors, primary screen, cell-based, luminescence; Nuclear receptor coactivator 3 (Homo sapiens), Q9Y6Q9; HEK293 GAL4-SRC3 luciferase reporter; inhibition, % at 3.6 µM; 360,000 tested, 0.17% active; AID 588352, 2011;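 active means inhibition above a per-campaign cutoff, the mean of all compounds plus 3 SD, cut at about 60% in these data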;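 further: 0% = DMSO-treated cells and 100% = gossypol-treated cells at 36 µM; higher means less SRC3-driven luciferase light from the GAL4 reporter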
NR5A2 inv ag: LRH-1 (NR5A2) inverse agonists, primary screen, cell-based, luminescence, HEK293T, StAR-luciferase reporter. Nuclear receptor subfamily 5 group A member 2 (Homo sapiens), O00482. 360,000 tested, 0.13% active. inhibition, % at 3.6 µM. AID 602396, 2012. LRH-1 transfected, 24 h;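 active means inhibition above the mean inhibition of all tested compounds plus 3 SD, cut at about 73% in these data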;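 further: 0% = DMSO wells and 100% = reporter-only cells lacking LRH-1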
NOD2-RIPK2 inh: NOD2-RIPK2 binding disruptors in cells, primary screen, fluorescence, CHO cells, BLA complementation; 360,000 tested, 0.38% active; inhibition, % at 4.98 µM; AID 624267, 2012; CCF4 ratio; Receptor-interacting serine/threonine-protein kinase 2 (Homo sapiens), O43353; in the data active means inhibition above about 21%;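 further: 0% = vehicle only and 100% = reference blocker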
SRC2 inh: inhibition of GAL4-SRC2 driven luciferase reporter, primary screen, SRC2 inhibitor project, cell-based, luminescence. HEK293 GAL4-SRC2 luciferase reporter. AID 651957, 2012. 370,000 tested, 0.17% active. Nuclear receptor coactivator 2 (Homo sapiens), Q15596. inhibition, % at 9 µM;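 active means inhibition above the mean inhibition of all tested compounds plus 3 SD, set per campaign, cut at about 52% in these data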;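 further: 0% = DMSO treated cells and 100% = cells given Gossypol at 36 µM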
Numbers without * were called inactive; / = not tested or not shown.

Values run as follows: MC4R antagonist	LMP1 NFkB inh	ABHD5 PLIN5 PPI	MC4R ag barr	SRC1 inh	NR2F2 inh	TLR9-MyD88 inh	NCOA3 inh	NR5A2 inv ag	NOD2-RIPK2 inh	SRC2 inh
- c1ccc2c(-c3nc(C4CCCCC4)no3)cc(-c3ccncc3)nc2c1
    -4	16	2	-0.1	17	/	-3	2	-2	-8	/
- CCOC(=O)C1=CCN(S(=O)(=O)c2ccccc2F)C1c1cccc(Br)c1 (configuration not stated)
    /	/	-4	/	12	7	/	14	6	0	26
- COc1ccc(C(=O)NCCc2c[nH]c3ccccc23)cc1S(=O)(=O)N1CCCCC1C (configuration not stated)
    10	-4	0	-1.3	-10	-2	-4	-4	1	3	-3
- COCCCN1C(=O)C(CC(=O)NCCN2CCOCC2)CC(C(=O)N2CCCCCC2)=C1C (configuration not stated)
    /	/	5	/	/	7	/	/	-2	-7	-37
- CSc1ccc(/C=C(\NC(=O)c2ccccc2)C(=O)NN)cc1
    6	-2	2	-1.6	6	24	1	12	-6	-1	-8
- C=CCn1c(SCC(=O)Nc2ccc(N(C)C)cc2)nnc1-c1cccc(C)c1
    1	1	0	-1.6	-6	-13	-5	6	16	-1	-15
- CCOC(=O)C(=Cc1ccccc1OC)C(=O)OCC
    -5	5	36*	0.9	25	-4	1	38	23	4	33
- Cc1ccc2[nH]c(=O)c(CN(Cc3ccc4c(c3)OCO4)Cc3nnnn3Cc3ccco3)cc2c1
    9	-8	20	-0.2	-6	14	-8	-7	6	-7	8
- Cc1cc(C)nc(NS(=O)(=O)c2ccc(NC(=O)c3ccc(O)cc3O)cc2)n1
    -1	-8	3	-1.4	9	-13	8	14	-13	-16	6
- CN(C)c1ccc(CNc2ncc(Br)cc2Br)cc1
    16	-8	3	-0.5	-25	-14	-9	-10	7	-11	4
- CC1=Nc2ccc3ccccc3c2C1(C)C
    -11	-6	1	-3.1	-4	6	-9	4	-5	-5	7
- O=C(COC(=O)c1c[nH]c2ccccc12)NC1CCCC1
    -2	-12	4	-0.1	-23	-14	4	10	5	1	-2
- COc1cc2cc(C(=O)NCCc3c[nH]c4ccccc34)c(N)nc2cc1OC
    /	/	6	/	/	36	/	/	20	-16	11
- CC(/C=N/NC(=O)c1cc(C2CC2)[nH]n1)=C\c1ccccc1
    -18	-1	6	2.5	-30	-6	5	-15	-17	-12	-9
- COc1ccc(-c2nnc(SCC(=O)Nc3nncs3)o2)cc1
    13	-4	-5	-2.0	-48	0	5	-7	-5	2	-19
- CN(C)C(=S)Nc1ccc2c(c1)OCCO2
    0	-3	8	-0.4	8	13	3	0	-8	-8	6
- COc1ccc(N2CC(C(=O)Nc3nnc(SCc4ccccn4)s3)CC2=O)cc1 (configuration not stated)
    16	-4	1	-3.8	-14	2	1	4	2	3	-18
- COc1ccc(C(C#N)c2cnccn2)cc1OC (configuration not stated)
    2	3	0	-0.3	5	-2	2	-6	-9	-2	-5
- CC(=O)N1CCN(c2ccc(N)cc2)CC1
    -3	4	-12	-1.7	0	-6	-2	1	1	5	13
- CCCCN(C)C(=O)c1sc(=O)n(Cc2c(C)cccc2C)c1C
    1	/	0	1.3	14	-11	/	18	18	1	12
- CCOC(=O)[C@@H]1[C@H]2COc3ccc(Br)cc3[C@H]2N2C(=O)N(c3ccc(OC)cc3)C(=O)[C@]12C
    9	4	1	-2.3	-4	5	4	-9	-12	-2	9
- CCn1c(O)c(N=NC(=O)Cn2ccc(C(F)(F)F)n2)c2ccccc21
    -6	9	1	0.7	17	2	7	10	12	3	18
- CC1Cc2cc(S(=O)(=O)NCCC(=O)NCc3ccc(F)cc3)ccc2N1C(=O)C1CC1 (configuration not stated)
    3	-6	2	-3.8	-18	13	1	-7	-1	-9	-12
- CCCCCCCC[n+]1cccc2c3ccccc3ccc21
    -13	33	17	7.0	38	80*	-3	81*	88*	-2	15
- Cc1cc(OCc2ccc(C(=O)NN=C3CCCC3)cc2)ccc1Cl
    -5	-18	11	0.3	-35	-21	0	-66	-2	-12	-49
- CCOc1ccc(N(C(=O)c2snc(C(N)=O)c2N)C(C)C(=O)NC2CCCCC2)cc1 (configuration not stated)
    11	-5	-1	-1.3	-6	-8	-4	-17	-6	0	-10
- CCC1(C)Cc2[nH]c(=O)c(C#N)cc2CO1 (configuration not stated)
    -6	-12	7	-0.5	-3	5	9	3	-11	-2	-26
- CCc1nnc2cccc(Cl)n12
    10	-8	1	-1.8	5	-4	6	13	-2	-3	-6
- COc1ccc(/C(C)=N/NC(=O)c2ccncc2)cc1
    -3	1	2	-1.6	-14	18	5	-9	8	3	-19
- COc1ccccc1N(CC(=O)NC1CCCCC1)S(C)(=O)=O
    -2	-3	3	0.6	2	-2	-1	2	24	-4	13

Some of these compounds in order of count of non-hydrogen atoms, largest number first.
Values run as follows: MC4R antagonist	LMP1 NFkB inh	ABHD5 PLIN5 PPI	MC4R ag barr	SRC1 inh	NR2F2 inh	TLR9-MyD88 inh	NCOA3 inh	NR5A2 inv ag	NOD2-RIPK2 inh	SRC2 inh
- COc1ccc(C(=O)NCCc2c[nH]c3ccccc23)cc1S(=O)(=O)N1CCCCC1C (configuration not stated)
    10	-4	0	-1.3	-10	-2	-4	-4	1	3	-3
- Cc1cc(C)nc(NS(=O)(=O)c2ccc(NC(=O)c3ccc(O)cc3O)cc2)n1
    -1	-8	3	-1.4	9	-13	8	14	-13	-16	6
- CCOC(=O)C1=CCN(S(=O)(=O)c2ccccc2F)C1c1cccc(Br)c1 (configuration not stated)
    /	/	-4	/	12	7	/	14	6	0	26
- CCOC(=O)C(=Cc1ccccc1OC)C(=O)OCC
    -5	5	36*	0.9	25	-4	1	38	23	4	33

4 records drawn at random from the list so far:
Values run as follows: MC4R antagonist	LMP1 NFkB inh	ABHD5 PLIN5 PPI	MC4R ag barr	SRC1 inh	NR2F2 inh	TLR9-MyD88 inh	NCOA3 inh	NR5A2 inv ag	NOD2-RIPK2 inh	SRC2 inh
- COc1ccc(C(C#N)c2cnccn2)cc1OC (configuration not stated)
    2	3	0	-0.3	5	-2	2	-6	-9	-2	-5
- CCOc1ccc(N(C(=O)c2snc(C(N)=O)c2N)C(C)C(=O)NC2CCCCC2)cc1 (configuration not stated)
    11	-5	-1	-1.3	-6	-8	-4	-17	-6	0	-10
- CCCCN(C)C(=O)c1sc(=O)n(Cc2c(C)cccc2C)c1C
    1	/	0	1.3	14	-11	/	18	18	1	12
- CN(C)C(=S)Nc1ccc2c(c1)OCCO2
    0	-3	8	-0.4	8	13	3	0	-8	-8	6

Next part
Values run as follows: MC4R antagonist	LMP1 NFkB inh	ABHD5 PLIN5 PPI	MC4R ag barr	SRC1 inh	NR2F2 inh	TLR9-MyD88 inh	NCOA3 inh	NR5A2 inv ag	NOD2-RIPK2 inh	SRC2 inh
- Cc1ccn2c(C(C)O)nnc2c1 (configuration not stated)
    0	-5	-5	-2.6	1	-16	12	-6	15	12	-38
- Cn1cc(C(=O)Nc2cccc(F)c2)cn1
    2	-14	6	-1.4	-23	1	-1	-3	2	-5	-15
- O=C(CCNC(=O)c1ccccc1Cl)Nc1cc(S(=O)(=O)N2CCOCC2)ccc1N1CCCC1
    9	5	2	-1.5	-1	-5	5	3	6	-10	-19
- CC(C)(C)c1ccc(C(CC(=O)O)NC(=O)Cc2ccc(Cl)cc2)cc1 (configuration not stated)
    14	-4	5	3.6	1	2	3	4	-3	-9	-10
- COCCn1c(SCc2ccccc2F)nc2ccccc2c1=O
    15	-5	1	-0.9	0	3	0	15	-8	-13	-6
- CCn1c(=O)c2cc(C(=O)N(C)c3cc(C)ccc3OC)sc2c2ccccc21
    -12	-5	3	1.9	-24	3	2	15	-3	-12	10
- Nc1nc(N)c(N=Nc2ccc(C(=O)O)cc2)c(N)n1
    -40	-9	-4	0.9	5	-17	4	-19	-15	-7	-4
- O=C(Nc1ccc(Cl)c(S(=O)(=O)N2CCCCC2)c1)c1cnccn1
    0	2	-6	2.2	-14	13	-15	0	-7	-16	0
- C/C=C/c1ccc(OCCCn2cncn2)c(OC)c1
    2	-25	2	-1.2	-18	-25	-5	-26	3	-5	-3
- CN1CCN(c2nc3nonc3nc2N2CCN(C)CC2)CC1
    7	-1	1	-1.6	5	-5	-1	10	11	5	9
- CC(C)(C)c1ccc(C(=O)NCCC(=O)NCc2ccco2)cc1
    8	1	11	1.4	-3	-5	8	0	-2	-10	2
- CC(C)CCN(C(=S)NC(=O)C1CCCCC1)c1c(N)n(Cc2ccccc2)c(=O)[nH]c1=O
    28	-3	1	0.8	-6	-8	-6	-8	-13	0	8
- C[C@@H]1CC[C@@]2(O[C@@H](CCO)C[C@@H](O)[C@@H]2O)O1
    9	-3	3	-1.4	-44	-7	3	0	-11	-4	-19
- c1coc(CNc2ncnc3ccccc23)c1
    5	9	4	0.3	18	54*	-5	20	18	-2	24
- O=C1C=CC(=O)c2c(O)c(N3CCN(CCO)CC3)c(Cl)c(O)c21
    -21	72*	-7	-1.6	-4	-3	-5	-14	-7	-11	-52
- Cc1ccc(NC(=O)CN2C(=O)NC3(CCCc4ccccc43)C2=O)c([N+](=O)[O-])c1 (configuration not stated)
    -4	-2	-3	-3.5	-14	1	8	-2	12	9	11
- CC(C)CN(C(=O)COC(=O)CCN1C(=O)c2ccccc2C1=O)C1CCS(=O)(=O)C1 (configuration not stated)
    3	0	0	-1.6	-37	6	0	-2	3	0	-14
- O=C(NCCc1ccccc1)c1cccs1
    -6	-6	-8	-1.6	-110	-44	-2	-40	-137	0	-37
- NC(=O)NC(CC(=O)NCCc1ccccn1)c1ccccc1Cl (configuration not stated)
    15	8	11	-0.8	-10	8	6	1	5	-7	-6
- CCc1nnc(NC(=O)CCN(c2cc(C)cc(C)c2)S(=O)(=O)c2ccc(Cl)cc2)s1
    -7	-4	14	1.8	23	-4	0	15	12	-20	-25
- O=C1CN(c2ccc(Br)cc2)C(=O)N1CC(=O)N1CCCc2ccccc21
    12	3	-4	-0.3	3	26	0	-17	-18	-1	9

Compound activity as filed in PubChem BioAssay.

Only part of the results is shown; the hit share may differ from the screen's.
